Assay outcomes from PubChem BioAssay.
Wee1 degr inh = blocks degradation of human Wee1 kinase; HeLa Luc-Wee1K328M stability, luciferase luminescence; 100% = proteasome inhibitor MG132 effect; AID 1321; hit rate 1.2% among 220,000; P30291; reporter increase, % at 5 µM;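 active means activation above the mean of all tested compounds plus 3 SD, set per screening run, cut at about 8.8% in these data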;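 further: cells exposed to compound for 20 h before luminescence read; 0% = DMSO alone and 100% = MG132 at 30 µM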
eIF4E-4G inh = blocks eIF4E binding to eIF4G; P63073+Q04637; TR-FRET eIF4E-eIF4GI(517-606) binding, 2 h; inhibition, % at 21.7 µM; hit rate 0.37% among 220,000; AID 782;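 active means inhibition above about 30%, limit read from the data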;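 further: 0% = full FRET control wells and 100% = background wells lacking eIF4GI fragment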
Rad51 HR inh = blocks human Rad51 in homologous recombination. hRad51 DNA strand exchange, fluorescence dequenching. hit rate 0.085% among 200,000. inhibition, % at 10 µM. Q06609;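 active means inhibition above 40% at the single screening dose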;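 further: 0% = DMSO control wells and 100% = blanks with heterologous ssDNA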
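material = hRad51 filaments on single-stranded DNA | timing = filaments 15 min 37 °C, then compound 30 min | signal = FRET fluorescence dequenching, excitation 485 nm, emission 520 nm | benchmarks = control wells and blank wells on each plate | evaluation = percent inhibition relative to plate controls and blanks | compound = 10 µM final, single point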
Mdm2 ligase inh = blocks human Mdm2 ubiquitin ligase activity; Q00987; cell-based MDM2 ubiquitination luciferase reporter, 2 h; 0 = plate control, 100 = twice control, blank-subtracted; signal enhancement, % at 5 µM; hit rate 0.11% among 210,000; AID 1230;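 active means signal enhancement of 30% or more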;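 further: luminescence tracks abundance of the self-degrading MDM2-luciferase fusion protein; higher signal means inhibition of MDM2 E3 ligase activity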
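Assay system: stable mammalian line carrying autodegrading MDM2–luciferase fusion reporter; Input: 2000 cells in each well; Compound dosing: single-point 5 µM; Schedule: 2 h compound exposure at 37 °C; Signal: SteadyLite luciferase luminescence after 15 min room-temperature reagent incubation; Evaluation: % luminescence enhancement versus blank-corrected plate control mean; Benchmarks: plate controls and plate blanks.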
hK5 inh = kallikrein 5 (human) inhibition | Q9Y337 | recombinant hK5, fluorogenic AMC substrate cleavage | inhibition, % at 5 µM | hit rate 0.59% among 210,000 | AID 873;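 active means inhibition of 40% or more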;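 further: 0% = enzyme controls without compound and 100% = no-enzyme blanks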
FXIa inh = inhibitors of human coagulation factor XIa. P03951. inhibition, % at 5 µM. purified FXIa, Boc-Glu-Ala-Arg-AMC fluorogenic substrate. hit rate 0.14% among 220,000;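 active means inhibition of at least 40%; inactive means inhibition below 40%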;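 further: fluorescence of freed AMC excited at 355 nm; 0% = enzyme without compound and 100% = no enzyme blank; many of its hits are not listed in these tables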
14-3-3 Bad inh = disrupts binding of bovine 14-3-3 zeta to phospho-Bad peptide; hit rate 0.71% among 220,000; P63103; TR-FRET 14-3-3zeta/Dy647-pBad peptide displacement, 1 h; inhibition, % at 21.7 µM;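 active means inhibition above about 70%, limit read from the data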;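 further: 0% = full 14-3-3 plus peptide FRET controls and 100% = background without 14-3-3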
p97 inhibitor = blocks human p97 ATPase activity | P55072 | recombinant p97 ATPase, Kinase-Glo ATP luminescence, 3 h | inhibition, % at 8 µM | hit rate 0.42% among 220,000; in the data active means inhibition above about 15%;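 further: 0% = DMSO vehicle and 100% = wells lacking enzyme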
Target sequence (P55072 whole entry, looked up): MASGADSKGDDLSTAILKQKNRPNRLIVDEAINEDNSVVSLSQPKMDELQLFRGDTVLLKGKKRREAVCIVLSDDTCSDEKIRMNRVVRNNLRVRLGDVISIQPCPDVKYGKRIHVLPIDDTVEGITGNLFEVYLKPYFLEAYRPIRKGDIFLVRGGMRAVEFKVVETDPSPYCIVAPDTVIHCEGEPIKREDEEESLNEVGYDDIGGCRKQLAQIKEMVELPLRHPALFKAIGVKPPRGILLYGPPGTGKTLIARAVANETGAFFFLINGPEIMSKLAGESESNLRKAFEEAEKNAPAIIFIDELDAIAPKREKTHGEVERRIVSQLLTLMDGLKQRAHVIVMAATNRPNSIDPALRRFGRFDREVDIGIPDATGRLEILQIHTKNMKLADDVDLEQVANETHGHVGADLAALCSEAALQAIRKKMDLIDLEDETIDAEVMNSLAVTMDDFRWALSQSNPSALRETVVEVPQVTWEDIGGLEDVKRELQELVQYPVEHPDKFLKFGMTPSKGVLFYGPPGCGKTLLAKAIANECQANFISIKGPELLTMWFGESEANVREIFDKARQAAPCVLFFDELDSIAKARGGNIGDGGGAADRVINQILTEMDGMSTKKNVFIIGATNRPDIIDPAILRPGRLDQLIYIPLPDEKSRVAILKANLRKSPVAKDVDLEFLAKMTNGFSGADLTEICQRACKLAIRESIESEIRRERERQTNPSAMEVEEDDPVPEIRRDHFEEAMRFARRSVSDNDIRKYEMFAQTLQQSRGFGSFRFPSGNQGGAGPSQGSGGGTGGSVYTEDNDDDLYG
FXIIa inh = inhibitors of human coagulation factor XIIa. P00748. hit rate 0.3% among 220,000. purified FXIIa, Boc-QGR-AMC fluorogenic substrate, 2 h. inhibition, % at 5 µM. AID 800; in the data active means inhibition above about 40%;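 further: 0% = enzyme with no compound and 100% = blank without enzyme; many of its hits are not listed in these tables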
* = called active by the depositor; / = not tested or not shown; & = joins results of further samples; [ ] = dose if it differs, or a comment. The order is random. About 3.5% of those tested had a hit in this group.

item	SMILES	Wee1 degr inh	eIF4E-4G inh	Rad51 HR inh	Mdm2 ligase inh	hK5 inh	FXIa inh	14-3-3 Bad inh	p97 inhibitor	FXIIa inh
1	CC1CCCN(CCC(=O)c2ccc(Br)cc2)C1 (configuration not stated)	-1	4	-6	-16	1	15	45	-5	2
2	COc1ccc(Cn2c3ccc(OC)cc3c3nc4ccccc4nc32)cc1	1	-5	-56	-7	14	12	38	7	9
3	Cn1c(SCc2cccc(C(F)(F)F)c2)nnc1-c1ccco1	-3	-4	-2	3	-13	8	-8	5	21
4	O=C(NCc1ccccc1)c1cccc(F)c1F	-3	-1	9	-4	-4	1	-9	5	3
5	O=c1cc(CSc2ccccn2)c2ccccc2[nH]1	0	3[fluorescence artefact?]	-1	6	4	-4	81*[fluorescence artefact?]	5	-3
6	COc1ccccc1NC(=O)CCNC(=O)Cn1ccc2ccccc2c1=O	-2	-2	-5	-15	11	-4	4	4	6
7	Cc1ccccc1-c1nn(-c2ccc(F)cc2F)cc1CNCC(C)O (configuration not stated)	1	-1	6	-3	-4	-5	-7	7	4
8	Cc1cc(N(CN2CCCC2=O)C(=O)c2ccccc2)no1	3	-6	-1	-3	-1	0	-5	3	15
9	COC1(C)CC2C(CC1OC(=O)c1cc([N+](=O)[O-])cc([N+](=O)[O-])c1)C2(C)C (configuration not stated)	0	-1	-6	1	-19	11	0	4	13
10	FC(F)(F)c1cnc(Oc2ccccc2-c2nnco2)c(Cl)c1	-2	0	1	-5	1	7	3	-3	19
11	COc1cc([N+](=O)[O-])ccc1N=Nc1c(N)[nH]n(-c2ccccc2)c1=O	-3	4	0	-8	-1	3	-4	0	5
12	CCCS(=O)(=O)N1CCC(C(=O)NCCC(C)C)CC1	-4	-1	-5	9	-1	-4	-8	3	/
13	CCC/C(O)=C1\C(=O)CC(c2ccccc2)CC1=NC(C)C(=O)O (configuration not stated)	4	-1	3	-5	-22	2	-25	7	10
14	N#C/C(=C(O)\C=C\c1ccccc1)c1nc2ccccc2[nH]1	-3	-12	21	-6	-15	3	26	3	16
15	COc1cc(/C=C2/NC(=O)N(CC(=O)Nc3ccc(C)cc3)C2=O)ccc1Oc1ccc([N+](=O)[O-])cn1	-1	1	2	-7	-22	-6	9	2	-8
16	Cc1cc2nc(=O)c(/C=C3\C=Nc4ccccc43)c(N)n2o1	6	5	-8	-12	18	5	5	-6	7
17	CCCCC(=O)Nc1cc(OCC)c(NC(=S)NC)cc1OCC	3	0	3	-11	-16	-4	-9	0	14
18	O=c1/c(=C/c2ccc([N+](=O)[O-])cc2)sc2n1CCCN=2	0	0	-9	-14	-9	-5	80*	1	-12
19	O=C(NCc1cccnc1)NC1(c2ccccc2)CC1	-2	6	-13	-5	-30	0	2	-5	9
20	Cc1cccc2sc(NS(C)(=O)=O)nc12	-4	0	-4	-14	2	4	7	4	10
21	CCn1nc(C)c(Br)c1-c1nc(-c2cccc(C)c2)no1	0	-4	1	-11	2	-6	-5	-1	0
22	CC(C)N1CCc2c(sc(NC(=O)c3nc4ccccc4s3)c2C(N)=O)C1	-2	-7	0	-20	11	-4	-11	11	4
23	Cc1ccc(/C=N/NC(=O)CNC(=O)Cc2ccccc2)o1	0	-1	-3	-11	12	-3	1	0	5
24	COc1cc(C(=O)N/N=C(\C)Cn2nc([N+](=O)[O-])cc2C)ccc1O	2	-1	5	-18	-1	2	-9	3	15
25	CN(C)S(=O)(=O)N(CC(=O)Nc1cccc(F)c1)c1ccccc1	1	2	-4	-19	4	-1	4	-1	-7
26	Cc1[nH]n(-c2ccc(C(=O)O)cc2)c(=O)c1CCO	1	1	7	-4	-3	-2	-12	5	13
27	O=C(NCC(c1cccs1)N1CCOCC1)c1cc(-c2ccc(F)cc2)nc2ccccc12 (configuration not stated)	-2	1	8	-1	-7	-2	-2	4	4
28	O=C(Nc1cc(S(=O)(=O)N2CCOCC2)ccc1N1CCOCC1)c1ccc(Cl)nc1	2	-7	7	/	4	0	-3	6	12
29	COC(=O)Nc1cc(C)nc2ccccc12	0	-16	6	12	-15	-8	-10	-6	6
30	NC(=O)N/N=C/c1coc2ccc(O)cc2c1=O	6	0	22	-8	-4	-4	0	10	5
31	COC(=O)c1cccc(NC(=O)c2onc3c2CCCC3)c1	4	-1	6	-30	-2	-7	-8	-4	3
32	Clc1ccc(-c2nnc(-c3ccc(Br)cc3)c(N3CCSCC3)n2)cc1	-3	-17[fluorescence artefact?]	-1	-6	-8	5	-20[fluorescence artefact?]	0	13
33	COC(=O)c1ccc(NC(C(=O)OC)C(C)C)c([N+](=O)[O-])c1 (configuration not stated)	-1	4[fluorescence artefact?]	10	2	-18	4	-10	4	1
34	N#Cc1cc(S(=O)(=O)c2ccc(Cl)cc2)c(N)[nH]c1=O	11*	1	-4	-7	-2	-3	4	1	4
35	C=CCSc1nnc(-c2ccc([N+](=O)[O-])cc2)o1	3	6	13	-15	-3	2	18	3	4
36	CC(C)(C)n1nnnc1C(c1cc2cc3c(cc2[nH]c1=O)OCCO3)N1CCSCC1 (configuration not stated)	-2	2	5	-10	-17	4	-3	0	5

Arranged by the number under 14-3-3 Bad inh (low to high): 3 of the compounds above
item	SMILES	Wee1 degr inh	eIF4E-4G inh	Rad51 HR inh	Mdm2 ligase inh	hK5 inh	FXIa inh	14-3-3 Bad inh	p97 inhibitor	FXIIa inh
3	Cn1c(SCc2cccc(C(F)(F)F)c2)nnc1-c1ccco1	-3	-4	-2	3	-13	8	-8	5	21
27	O=C(NCC(c1cccs1)N1CCOCC1)c1cc(-c2ccc(F)cc2)nc2ccccc12 (configuration not stated)	-2	1	8	-1	-7	-2	-2	4	4
25	CN(C)S(=O)(=O)N(CC(=O)Nc1cccc(F)c1)c1ccccc1	1	2	-4	-19	4	-1	4	-1	-7

The list goes on.
item	SMILES	Wee1 degr inh	eIF4E-4G inh	Rad51 HR inh	Mdm2 ligase inh	hK5 inh	FXIa inh	14-3-3 Bad inh	p97 inhibitor	FXIIa inh
37	COc1ccc(CCNC(=O)c2ccccc2SC)cc1	2	7	1	-9	-1	4	-1	7	6
38	CSc1ccccc1NC(=O)CN(c1cccc(C)c1)S(C)(=O)=O	0	0	-3	4	-24	-4	1	6	2
39	Cc1ccc(C(CC(=O)NCc2ccco2)c2ccccc2)c(O)c1 (configuration not stated)	1	7	4	-9	-5	3	-9	-1	20
40	Cc1cccc2cc(-c3nc4c(C)cccn4c3NCc3ccco3)c(=O)[nH]c12	3	-4[fluorescence artefact?]	-1	-7	-4	-4	-10[fluorescence artefact?]	0	16
41	Cc1nc2c(C#N)cnn2c2c1CCNN2C	-1	4	-2	-13	-21	-6	-4	2	0
42	Cn1c(SCC(=O)c2cccs2)nnc1-c1ccco1	3	-4	3	-2	3	5	24	-1	12
43	CCCn1c(-c2cccs2)nc2c1c(=O)[nH]c(=O)n2Cc1ccccc1	0	-3	5	11	1	-2	-15	4	6
44	Cc1cc2c(c(=O)n1Cc1ccco1)C(c1cccnc1)C(C#N)=C(N)O2 (configuration not stated)	1	-5	4	-18	-6	3	-7	8	9
45	CCC(OC(=O)c1ccco1)C(=O)NCc1ccco1 (configuration not stated)	-1	1	-1	-3	-20	-5	-15	-4	-9
46	O=c1[nH]ncc(N/N=C/c2ccccc2)c1Cl	-3	7	-1	-18	15	2	-14	-2	11
47	C=CCOc1cc(OC)c(OC)c(OC)c1	-1	1	/	-18	/	-2	1	-2	8
48	COc1ccc(Cc2noc(CN3CCN(c4ccc(Cl)cn4)CC3)n2)cc1OC	6	0	0	-11	1	20	17	-4	11
49	Cn1c(=O)c2c(nc(NCCNC(=O)c3ccco3)n2Cc2ccccc2Cl)n(C)c1=O	-1	-12	-1	-16	-9	2	-5[fluorescence artefact?]	-2	17
50	CCOc1cccc(/C=N/Nc2ccc(S(=O)(=O)N(CC)CC)cn2)c1O	-4	0	5	0	-88	5	1	-1	7
51	CN(C)CCOCCP(=O)(c1ccccc1)c1ccccc1	0	-3[fluorescence artefact?]	-6	10	-5	-5	-7[fluorescence artefact?]	-1	-7
52	CC(=O)N1CCN=C1SCc1ccc(Cl)cc1	-1	4	-3	-15	-12	-9	3[fluorescence artefact?]	3	4
53	Cc1c(Cl)cccc1NC(=O)CC1Sc2ccccc2NC1=O (configuration not stated)	-3	-2	4	-11	-10	-8	-1	3	2
54	NC(=O)CSc1ccc(Br)cc1	-4	1	1	-7	-7	2	-7	-5	7
55	Cc1nn(-c2ccccc2)c(-c2ccccc2[N+](=O)[O-])c1C(=O)O	3	-2	13	-12	6	-12	-5	3	5
56	C/C(=N/OC(=O)c1ccc(C)cc1)c1cccs1	-2	-4	/	-58	0	17	-2[fluorescence artefact?]	-15	9
57	COc1ccc(OC)c(Nc2ccc(Nc3cc(OC)ccc3OC)nn2)c1	-3	-4[fluorescence artefact?]	4	-11	8	-7	-7[fluorescence artefact?]	1	7
58	Cc1nn(-c2cc(C)c3ccccc3n2)c2c1C1C(C2)C1(C)C (configuration not stated)	2	2	-7	-6	-7	-7	-1[fluorescence artefact?]	-6	4
59	CSc1nc(=O)n2cccc(C)c2n1	-1	-4	9	-6	-4	-4	97*[fluorescence artefact?]	3	6
60	CCOC(Cn1c(SCc2cc(C(C)=O)ccc2OC)nc2ccccc2c1=O)OCC	5	3	-1	-17	-9	11	5	3	4
61	O=C(Cn1cc(SCc2ccc(Cl)cc2)c2ccccc21)N1CCOCC1	2	2[fluorescence artefact?]	3	-12	-4	-3	-2	-2	2
62	Cc1cc(NC(=O)Nc2cccc3ccccc23)no1	1&-4	0&-10	/	-16	6	-1&5	-16&-2	-2&3	2&12
63	COc1cc(C(=O)Sc2ccc(C)cc2)cc(OC)c1OC	-3	-3	/	-23	-10	-6	-13	4	8
